# High-throughput results (PubChem)
# SRC3 TRFRET art: TR-FRET detection interference compounds, artefact control for PPARgamma SRC-3 recruitment agonists, biochemical, TR-FRET ratio; TR-FRET artefact counter-screen, PPARgamma/SRC-3 format; active compounds read high; TR-FRET ratio at 8 µM; actives 0.39% (n = 99,000); in the data active = TR-FRET ratio above about 2000; note: inactives centre near 1600
# SRC1 TRFRET art: TR-FRET detection interference compounds, primary screen, artefact control for PPARgamma SRC-1 recruitment agonists, biochemical, TR-FRET emission ratio. TR-FRET detection artefact counter-screen; active compounds read high. TR-FRET ratio at 8 µM. actives 0.34% (n = 99,000). AID 1051, 2008; in the data active = TR-FRET ratio above about 2300; note: inactives centre near 1800
# * marks the source's active call; other numbers are inactive results.
1: O=C(CSc1ncccn1)N1CCCc2ccccc21
2: CC(C)(C)n1ncc2c(=O)n(CC(=O)N3CCCC3)cnc21
3: CCOC(=O)c1cc(-c2ccccc2)sc1NC(=O)C(C)C
4: CC(C)c1nnc(SCC(=O)NC(C)(C)C)n1C
5: CCCC(=O)Nc1ccc(Cl)c(NC(=S)NC(=O)C(C)C)c1

assay / compound	1	2	3	4	5
SRC3 TRFRET art	1485	1567	1629	1373	1419
SRC1 TRFRET art	1782	2141	1635	1641	1602

6: CC(C)C(OC(=O)c1cccs1)C(=O)NCc1ccccc1 (stereo unspecified)
7: Cc1ccc(S(=O)(=O)NC(=O)NC(C)(C)C)cc1
8: COc1ccc(/C=N/NC(=O)c2ccco2)cc1Cn1nc(C)cc1C
9: Cc1ccc(C2C(C#N)=C(N)OC3=C2C(=O)CCC3)s1 (stereo unspecified)
10: COc1ccc(/C=N/N2CCOCC2)cc1OCc1ccccc1

assay / compound	6	7	8	9	10
SRC3 TRFRET art	1341	1696	1787	1528	1561
SRC1 TRFRET art	1631	1662	1705	1485	1882

11: NS(=O)(=O)c1ccc(CCNC(=O)COC(=O)/C=C/c2ccc(Cl)cc2)cc1
12: Clc1cccc(CSc2nnc([C@@H]3CCCN3)o2)c1
13: CCCCCCCCCCCCOC1OC(CO)C(O)C(O)C1NC(C)=O (stereo unspecified)
14: COc1cc(OC)c(NC(C)C(=O)NCc2ccccc2)cc1Cl (stereo unspecified)
15: S=c1[nH]nc(-c2cccnc2)n1/N=C/C(Cl)=C\c1ccccc1

assay / compound	11	12	13	14	15
SRC3 TRFRET art	1661	1530	1399	1705	1421
SRC1 TRFRET art	1934	1718	1902	1572	2073

16: COc1ccc(/C=N/NC(=O)CNc2ccc(Br)cc2)c(C(=O)O)c1OC
17: Cn1c(CC(=O)NCCO)c(Sc2ccccc2)c2ccccc21
18: COc1ccccc1CN1CCNC(=O)C1CC(=O)NCCCn1cccn1 (stereo unspecified)
19: CCOc1ccc(C(CC(=O)O)NC(=O)C23CC4CC(CC(C4)C2)C3)cc1OC (stereo unspecified)
20: COc1ccccc1-c1nnc(SCC(=O)N2CCOCC2)o1

assay / compound	16	17	18	19	20
SRC3 TRFRET art	1804	1433	1566	1516	1720
SRC1 TRFRET art	1692	1753	1667	1659	1729

21: CC(=O)NC(Cc1ccc(F)c(F)c1)C(=O)NC1CCN(C(=O)c2ccc(C)cc2)CC1 (stereo unspecified)
22: CSc1nnc(SCC2=NNC(=O)SC2)s1
23: CCOc1ccc(NC(=S)NCc2ccc3[nH]c(C)cc3c2)cc1
24: O=C1CSC(=S)N1/N=C/c1ccc(O)c([N+](=O)[O-])c1
25: CCOC(=O)COc1cccc2c(=O)n(CC(=O)N3CCC(C)CC3)ccc12

assay / compound	21	22	23	24	25
SRC3 TRFRET art	1300	1689	1548	1728	1513
SRC1 TRFRET art	1627	1715	1573	1718	1840

26: CCN(CC)CCN1C(=O)C(=O)/C(=C(/O)c2ccc(F)cc2)C1c1ccncc1 (stereo unspecified)
27: OCC1OC(n2cnc3c(NC4CCCCC4)ncnc32)C(O)C1O (stereo unspecified)
28: Cc1ccc(NC(=O)/C(=C/c2ccncc2)NC(=O)c2ccccc2)cc1
29: COc1ccc(NC(=O)CC2C(=O)OCC3CCCCN32)cc1Cl (stereo unspecified)
30: COc1cccc(CC2(CO)CCN(Cc3ccc4cccc(F)c4n3)CC2)c1

assay / compound	26	27	28	29	30
SRC3 TRFRET art	1569	1450	1621	1670	1758
SRC1 TRFRET art	1616	1825	1987	1979	1746

31: N#CCCN1CCN(S(=O)(=O)c2ccc(S(=O)(=O)N3CCCCCC3)cc2)CC1
32: COc1ccc(CCNC(=O)c2ccc(Cl)c(S(=O)(=O)N(C)c3ccccc3)c2)cc1
33: O=C(C1CCCN1S(=O)(=O)c1ccc(Br)cc1)N1CCOCC1 (stereo unspecified)
34: Cc1cc(NC(=O)CSc2ccc3nnc(CCNS(=O)(=O)c4ccccc4)n3n2)no1
35: COc1ccc(S(=O)(=O)N2CCN(CCO)CC2)cc1-c1nnc2c3ccccc3c(C)nn12

assay / compound	31	32	33	34	35
SRC3 TRFRET art	1403	1492	1439	1405	1665
SRC1 TRFRET art	1511	1716	1509	1768	1906

# Retrieved by compound from the list above (2):
32: COc1ccc(CCNC(=O)c2ccc(Cl)c(S(=O)(=O)N(C)c3ccccc3)c2)cc1
35: COc1ccc(S(=O)(=O)N2CCN(CCO)CC2)cc1-c1nnc2c3ccccc3c(C)nn12

assay / compound	32	35
SRC3 TRFRET art	1492	1665
SRC1 TRFRET art	1716	1906

# Continued.
36: Cc1cc(C=C2C(=O)CCCC2=O)c(C)n1-c1ccccc1
37: COc1ccc(Nc2ccc(S(=O)(=O)N3CCCCC3)cc2[N+](=O)[O-])cc1Cl
38: Cc1ccccc1NC(=O)C1C2C=CC(C3CC23)C1C(=O)O (stereo unspecified)
39: COC(=O)C1=CNC=C(C(=O)OC)C1c1ccc(C(=O)OC)cc1
40: CCCCNC(=O)CSc1nc2ccsc2c(=O)n1CCCC(=O)NCCc1ccc(S(N)(=O)=O)cc1

assay / compound	36	37	38	39	40
SRC3 TRFRET art	1645	1759	1525	1573	1643
SRC1 TRFRET art	1733	1811	1669	1954	1928

41: Cc1ccc(NC(=S)N2CCC(c3ccccc3)C2)c(Cl)c1 (stereo unspecified)
42: CN(CCCCCC(=O)/C=N/O)Cc1ccccc1
43: O=C(CN1CCN(Cc2ccc(Cl)cc2)CC1)N/N=C/c1c[nH]c2ccccc12
44: CC(c1nccs1)N(C)c1nc2nonc2nc1N(C)C (stereo unspecified)
45: Cc1ccc(N2C(=O)[C@@H]3C(C(=O)C(c4ccccc4)c4ccccc4)=NN[C@@H]3C2=O)cc1

assay / compound	41	42	43	44	45
SRC3 TRFRET art	1491	1671	1432	1579	1725
SRC1 TRFRET art	1752	1873	1989	1588	2176

46: Clc1cccc2c1Sc1ccccc1CC2N1CCNCC1 (stereo unspecified)
47: Cc1c(Cl)c([N+](=O)[O-])nn1CC(=O)NCC1CCCO1 (stereo unspecified)
48: COc1ccc2ncc(S(=O)(=O)c3ccccc3)c(N3CCC4(CC3)OCCO4)c2c1
49: CC1CC(CC(C)C(=O)NC(=S)Nc2ccc(S(N)(=O)=O)cc2)C(=O)O1 (stereo unspecified)
50: O=C1SC(SCc2ccccc2Cl)=N/C1=C\c1ccc(C(=O)O)cc1

assay / compound	46	47	48	49	50
SRC3 TRFRET art	1410	1686	1571	1732	1596
SRC1 TRFRET art	1826	1779	1716	1658	1698

51: O=C(NNC(=O)C(c1ccccc1)c1ccccc1)c1ccccn1
52: N#Cc1ccc(OCC(=O)Nc2ccccc2NS(=O)(=O)c2cccs2)cc1
53: CC(=O)Nc1ccc2oc(-c3ccccc3)nc2c1
54: O=C(Nc1ccc(OC(F)(F)F)cc1)c1ccc2nccnc2c1
55: Oc1c(N=NC(=S)Nc2ccccc2F)c2ccccc2n1Cc1ccc(F)cc1

assay / compound	51	52	53	54	55
SRC3 TRFRET art	1609	1573	1661	1490	1591
SRC1 TRFRET art	1867	1997	1783	1754	1654

# Reformatted bar-delimited: part of the list above.
nr | Compound | SRC3 TRFRET art | SRC1 TRFRET art
52 | N#Cc1ccc(OCC(=O)Nc2ccccc2NS(=O)(=O)c2cccs2)cc1 | 1573 | 1997
53 | CC(=O)Nc1ccc2oc(-c3ccccc3)nc2c1 | 1661 | 1783

# Continued.
56: CC(=O)C1=C(O)C(=O)N(Cc2ccco2)C1c1ccccc1F (stereo unspecified)
57: Brc1ccccc1-c1nnc(CSc2nnc3sc4ccccc4n23)o1
58: COc1ccccc1-n1c(SCc2cc(=O)oc3cc(O)ccc23)nc2ccccc2c1=O
59: O=c1[nH]c(=O)n(-c2ccccc2)c2c1C(C(F)(F)F)(C(F)(F)F)N=C(C1CCCCC1)N2
60: COc1ccc(NCC(O)Cn2c(C)c(C)c3ccccc32)cc1 (stereo unspecified)

assay / compound	56	57	58	59	60
SRC3 TRFRET art	1512	1677	1545	1529	1582
SRC1 TRFRET art	1839	1819	1753	1575	1721

61: CC1CC(C)(C)NC(=S)N1CCCC(=O)Nc1ccc(F)cc1 (stereo unspecified)
62: Cc1nnsc1C(=O)Nc1cccc(Cl)c1
63: CCCCNC(=O)Nc1nc(SCC(=O)OCC)n[nH]1
64: CC#CCC(CC#CC)c1nc2ccccc2c(=O)n1N
65: C=CCn1cccc(C(=O)Nc2ccc(OC)cc2OC)c1=O

assay / compound	61	62	63	64	65
SRC3 TRFRET art	1571	1611	1508	1623	1791
SRC1 TRFRET art	1905	1579	1993	1651	1868

66: CCOC(=O)c1oc2ccccc2c1CN1CCN(C(=O)c2ccccc2)CC1
67: S=c1[nH]nc(-c2ccc3ccccc3n2)n1-c1ccc(Cl)cc1
68: CC(Oc1cc(F)ccc1[N+](=O)[O-])C(=O)N(C)CC(=O)Nc1ccccc1C(F)(F)F (stereo unspecified)
69: Cc1cccc2sc(NC(=O)c3ccc(OCC4CCCO4)cc3)nc12 (stereo unspecified)
70: COc1cc(NC(=O)c2cccc(Br)c2)nc(OC)n1

assay / compound	66	67	68	69	70
SRC3 TRFRET art	1703	1757	1520	1961	1519
SRC1 TRFRET art	1938	1802	1776	1983	1850

71: O=C(NCCc1ccccc1)C1CCN(C2CCN(C(=O)CC3=CCCCC3)CC2)CC1
72: O=C(NC(NC(=S)Nc1ccccc1Cl)C(Cl)(Cl)Cl)c1cccc(Cl)c1 (stereo unspecified)
73: c1ccc(COc2ccc(CNCc3cccnc3)cc2)cc1
74: CC(=O)Nc1ccc(-c2csc(NC(=O)CCCc3cccs3)n2)cc1
75: N#CC1=C(N)C(C#N)(C#N)[C@H](c2cccnc2)[C@H]2CN(C(=O)OCc3ccccc3)CC=C12

assay / compound	71	72	73	74	75
SRC3 TRFRET art	1551	1623	1682	1593	1554
SRC1 TRFRET art	1611	1848	1828	1662	1674

76: Cc1ccc(C2=Nc3cccnc3C(c3ccccc3)=NN2)cc1
77: Cc1cc2nc(C3CCN(Cc4nnnn4Cc4cccs4)CC3)[nH]c2cc1C
78: CCOc1ccc(S(=O)(=O)NCCCl)cc1
79: O=C(CSc1nnc(-c2ccc(F)cc2)c2ccccc12)NCC1CCCO1 (stereo unspecified)
80: CCN(C(=O)CSc1nnc(C)n1Cc1ccccc1)C1CCS(=O)(=O)C1 (stereo unspecified)

assay / compound	76	77	78	79	80
SRC3 TRFRET art	1461	1695	1215	1620	1572
SRC1 TRFRET art	1977	1688	1733	1996	1784

81: Cc1cc(-c2nn(-c3ccccc3F)cc2CN2CCC(C(N)=O)CC2)c(C)s1
82: CCc1nnc(NC(=O)C2=NN(C3CCS(=O)(=O)C3)C(=O)CC2)s1 (stereo unspecified)
83: CCCOc1ccc(N2C(=O)CC(N(CCc3ccc(OC)c(OC)c3)C(=S)Nc3ccccc3)C2=O)cc1 (stereo unspecified)
84: CCc1ccccc1NC(=O)CSc1ccsc1[N+](=O)[O-]
85: Cc1nc(Nc2cccc(C(C)O)c2)c2nnn(Cc3ccccc3F)c2n1 (stereo unspecified)

assay / compound	81	82	83	84	85
SRC3 TRFRET art	1607	1532	1264	1557	1547
SRC1 TRFRET art	1665	1918	1439	1808	1641

86: CCS(=O)(=O)Nc1cccc(-c2cc(-c3ccccc3)c3cc(C)ccc3n2)c1
87: CC(C)[C@H](NC(N)=O)C(=O)Nc1ccc(F)c(Cl)c1
88: O=C(CNC(=O)c1ccccc1)OCc1nc2ccccc2s1
89: C[C@@H]1C[C@H]2[C@@H]3CCC4=CC(=O)C=C[C@]4(C)[C@@]3(F)[C@@H](O)C[C@]2(C)[C@@]1(O)C(=O)COP(=O)(O)O
90: Cc1ccc(Cn2c(SCC(=O)NCC3CCCO3)nc3ccsc3c2=O)cc1 (stereo unspecified)

assay / compound	86	87	88	89	90
SRC3 TRFRET art	1343	1497	1725	1628	1531
SRC1 TRFRET art	1804	1732	1898	1735	1765

91: CCOC(=O)c1cc(C)sc1NC(=O)C(c1ccccc1)c1ccccc1
92: O=C1C(Nc2ccc(O)cc2)=C/C(=N/S(=O)(=O)c2cccs2)c2ccccc21
93: Cc1cccc(C)c1NC(=O)COC(=O)c1cccc2c1C(=O)c1ccccc1C2=O
94: CC(C)(C)N(CC#CCC1(O)c2ccccc2-c2ccccc21)CCO
95: CCN(CC)S(=O)(=O)c1cc(NC(=O)c2n[nH]c(=O)c3ccccc23)ccc1C

assay / compound	91	92	93	94	95
SRC3 TRFRET art	1572	1851	1686	1543	1451
SRC1 TRFRET art	1974	1863	1559	1776	1755

# As entered above:
# SRC1 TRFRET art result of CCOC(=O)c1cc(C)sc1NC(=O)C(c1ccccc1)c1ccccc1 : 1974
# SRC3 TRFRET art result of CCN(CC)S(=O)(=O)c1cc(NC(=O)c2n[nH]c(=O)c3ccccc23)ccc1C : 1451
# SRC3 TRFRET art result of O=C1C(Nc2ccc(O)cc2)=C/C(=N/S(=O)(=O)c2cccs2)c2ccccc21 : 1851

# New compounds follow.
96: CCC(=NCCc1c(C)[nH]c2ccc(OC(F)(F)F)cc12)C1=C(O)CC(c2ccccc2)CC1=O (stereo unspecified)
97: Cc1cccc(OCc2nnc(SCC(=O)Nc3cccc(C(=O)N4CCOCC4)c3)n2C)c1
98: COc1ccc(CC(=O)NNC(=O)CSc2nnc(Cc3ccc(OC)cc3)n2-c2ccccc2)cc1
99: CCCc1noc(-c2cccc([N+](=O)[O-])c2)n1
100: Cc1nc(CS(=O)(=O)c2ccccc2)cc(N2CCN(c3ccccc3F)CC2)n1
101: CC(C)(C)NC(=O)NC(=O)CN1CCc2ccccc21

assay / compound	96	97	98	99	100	101
SRC3 TRFRET art	1640	1554	1432	1413	1489	1627
SRC1 TRFRET art	1865	1416	1601	1580	1716	1714

# This is a subset. The share of hits here may be higher or lower than overall.
